Screens (PubChem)
GPR7 antag: blocks human GPR7 receptor signaling; P48145; GPR7-expressing cells, fluorescence antagonist assay; inhibition, % at 4.4 µM; 1.1% of 290,000 active; AID 1861; in the data active = inhibition above about 16%, passing the limit was not always enough;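 also: cells stimulated with the agonist NPW; 0% = agonist with vehicle and 100% = vehicle without agonist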
OXTR agonist: human OXTR agonism | 0.32% of 320,000 active | AID 2435 | CHO-OTR cells, Fluo-8 calcium fluorescence; normalized: DMSO 0%, oxytocin 100% | activation, % at 3 µM;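 active = activation above the mean of all tested compounds plus 3 SD, cutoff set per screening run, cut at about 20% in these data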;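 also: peak over basal fluorescence ratio from a 100 s FLIPR kinetic read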
Target sequence (P30559 whole entry, looked up): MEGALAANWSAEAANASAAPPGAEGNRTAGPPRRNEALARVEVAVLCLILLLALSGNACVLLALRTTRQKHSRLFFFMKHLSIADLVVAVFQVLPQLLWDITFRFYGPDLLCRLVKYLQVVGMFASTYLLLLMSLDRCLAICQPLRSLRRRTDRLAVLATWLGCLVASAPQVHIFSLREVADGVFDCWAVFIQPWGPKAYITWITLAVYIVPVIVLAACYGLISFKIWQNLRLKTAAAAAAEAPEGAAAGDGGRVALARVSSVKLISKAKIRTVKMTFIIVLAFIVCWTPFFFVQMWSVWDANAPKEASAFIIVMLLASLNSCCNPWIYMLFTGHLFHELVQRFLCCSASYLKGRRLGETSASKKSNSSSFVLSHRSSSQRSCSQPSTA
OXTR potentiator: potentiators of human oxytocin receptor; 0.061% of 320,000 active; CHO-OTR cells, Fluo-8 calcium fluorescence, potentiator mode; 0% = oxytocin EC15, 100% = EC100; activation, % at 3 µM;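 active = activation above that plate's cutoff, the mean activation of tested compounds plus 3 SD, cut at about 6.6% in these data, passing the limit was not always enough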;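 also: 100% uses oxytocin at 75 nM as the full agonist control; some results filed as inactive read as strong as hits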
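Measured by – Fluo-8 calcium dye fluorescence · Test system – human OTR in CHO cells · Dosing – one concentration, 3.0 µM compound · Controls – EC15 oxytocin alone as 0%, 75 nM oxytocin as 100% · Evaluation – normalized max/min fluorescence ratio, % activation · Timing – 6 min pre-incubation, 100 s read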
M18AAP inhibitor: blocks P. falciparum M18 aspartyl aminopeptidase. recombinant PfM18AAP, H-Glu-NHMec fluorogenic cleavage. inhibition, % at 7.35 µM. 1.2% of 290,000 active;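 active = inhibition above the campaign mean inhibition over all tested compounds plus 3 SD, cut at about 28% in these data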;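 also: 0% = plate median of test compound wells and 100% = 2 mM ZnCl2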
MEKK2wt PB1 HTS: raises or lowers MEK5 binding to wildtype human MEKK2 PB1 domain; 1.1% of 290,000 active; binding response (% of control), % at 10 µM; Q9Y2U5; bead flow cytometry, Alexa488-MEK5 binding to MEKK2 WT; actives lie on both sides; in the data active = binding response below about 67% or above about 130%
V1aR counter: activates human V1a receptor in oxytocin agonist counter-screen. P37288. CHO-V1R cells, Fluo-8 calcium fluorescence, agonist mode; 0% DMSO, 100% 3 nM vasopressin. activation, % at 3 µM. 0.25% of 320,000 active;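 active = activation above the mean activation of all tested compounds plus 3 SD, per screening run, cut at about 20% in these data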;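 also: signal is peak over basal fluorescence ratio across a 100 second FLIPR read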
Target sequence (P37288 whole entry, looked up): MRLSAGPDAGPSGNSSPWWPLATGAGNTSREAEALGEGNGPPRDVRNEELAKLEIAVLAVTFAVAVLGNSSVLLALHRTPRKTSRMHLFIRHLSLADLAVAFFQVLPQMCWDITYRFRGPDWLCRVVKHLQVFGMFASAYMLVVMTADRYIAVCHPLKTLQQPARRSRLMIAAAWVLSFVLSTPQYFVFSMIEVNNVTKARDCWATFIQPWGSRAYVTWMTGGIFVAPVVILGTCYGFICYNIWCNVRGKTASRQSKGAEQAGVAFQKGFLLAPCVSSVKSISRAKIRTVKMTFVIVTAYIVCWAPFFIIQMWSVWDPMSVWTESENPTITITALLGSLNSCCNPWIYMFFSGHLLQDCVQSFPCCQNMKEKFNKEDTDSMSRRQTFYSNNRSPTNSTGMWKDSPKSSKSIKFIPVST
MEKK2 mut-MEK5: signal of MEK5 binding to mutant human MEKK2 PB1 domain; bead flow cytometry, Alexa488-MEK5 binding to MEKK2 mutant; percent response, % at 10 µM; 0.35% of 290,000 active; in the data active = percent response above about 24%, passing the limit was not always enough; also: inactives centre near 1; some results filed as inactive read as strong as hits
NALP1 yeast inh: NALP1 inhibition. AID 2071. inhibition, % at 10 µM. S. cerevisiae NALP1/ASC/caspase-1 growth, X-gal OD620, 72 h. 0.61% of 280,000 active; in the data active = inhibition mostly above about 24%, no sharp cut-off; inactive = mostly below about 32%; also: some compounds called inactive have numbers as strong as hits
GalR3 antag: blocks the human galanin receptor 3 | HEK293 GalR3-CNG cAMP membrane potential fluorescence; galR3 body fused to GalR1 C-terminus | inhibition, % at 3 µM | O60755 | 0.44% of 360,000 active | AID 651719;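 active = inhibition above the screen-wide average plus 3 SD, cut at about 13% in these data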;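 also: forskolin and galanin both at EC90 stimulate the cells; cAMP rise reported by CNG channel membrane potential dye signal; 0% = forskolin plus galanin with DMSO and 100% = forskolin alone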
Active calls of the source: *; · = no result given. This is a random part of the collection, and some 4.1% of all compounds hit somewhere here.

compound,GPR7 antag,OXTR agonist,OXTR potentiator,M18AAP inhibitor,MEKK2wt PB1 HTS,V1aR counter,MEKK2 mut-MEK5,NALP1 yeast inh,GalR3 antag
COC(=O)[C@@H](NC(=O)NC1CCN(Cc2ccccc2)CC1)C(C)C,-3,0.5,-4,-1,110,0.4,6,-7,-5
FC(F)(F)c1ccc(Cl)c(NC2=NCCCCC2)c1,-16,0.6,3,6,102,0.0,3,24,-5
CCN(C[C@H]1N[C@@](CC)(C(=O)OC)[C@H]2C(=O)N(Cc3ccccc3)C(=O)[C@@H]12)S(=O)(=O)c1ccc(-c2ccccc2)cc1,·,0.3,-10,·,·,0.8,·,·,-5
COc1ccc(-c2noc(COc3ccc(C)c(C)c3)n2)cc1OC,-10,2.1,-21,-4,91,4.6,-5,41,-8
CCOC(=O)C1=C(C)OC(N)=C(C#N)C1c1ccc(C)s1 (stereo not drawn),-3,-1.1,-4,-8,97,0.1,-1,15,-7
Cc1nn(CCCC(=O)NCc2ccccc2Cl)c(=O)c2nccn12,-8,0.8,-3,-8,102,0.2,0,10,·
O=C(COC(=O)c1ccccc1O)Nc1ccc(S(=O)(=O)N2CCCCC2)cc1,-8,2.2,-15,5,114,2.7,1,3,3
Cc1ccccc1NS(=O)(=O)c1cc(C(=O)NCc2ccncc2)ccc1Cl,6,0.9,-4,3,102,1.9,5,3,2
CC(=O)OC[C@H]1O[C@@H](n2ncc(=O)[nH]c2=O)[C@H](OC(C)=O)[C@@H]1OC(C)=O,-13,0.9,-8,-7,95,0.5,2,16,·
COCCCNS(=O)(=O)c1ccc2c(c1)OCCO2,15,0.5,-12,-8,97,3.8,-2,9,-5
Cc1ccc(S(=O)(=O)NC(C)(C)CSc2nnc(N)s2)cc1,-3,-0.1,-2,9,105,0.4,6,-2,-2
C/C(=N\N=C1\NC(=O)CC(C(=O)O)S1)c1cccs1 (stereo not drawn),-5,1.6,3,5,97,1.0,-1,8,-4
CC(=O)Oc1oc(-c2ccccc2)nc1/C=N/c1ccccn1,-2,0.6,7,-8,·,1.0,·,19,0
O=C(CSc1ncnc2nc[nH]c12)N1CCN(c2ccc(Cl)cc2)CC1,-1,7.4,-8,0,94,5.6,-3,1,-5
COc1ccc(C(=O)N2CCCC(c3nc(-c4ccc(C)o4)no3)C2)cc1OC (stereo not drawn),-5,1.4,2,-3,102,2.0,5,30,-9
O=C(O)CCC(=O)Nc1nc2nc(-c3ccccc3)cc(-c3ccccc3)n2n1,9,0.0,-2,-11,·,1.4,·,11,-5
COc1cc2c(cc1OC)-c1cc(Nc3cccc(C)c3)nc(=O)n1CC2,-6,-1.7,5,2,103,0.0,1,10,53*
CC1=C(C(=O)OCCc2ccccc2)C(c2ccsc2)NC(=O)N1C (stereo not drawn),-9,-0.2,-6,1,91,3.2,-4,28,-7
O=C(c1ccccc1Cl)N1CCC(N2CCC(C(=O)N3CCCC3)CC2)CC1,-14,1.5,1,3,97,5.6,-1,26,-7
Cc1ccc(NC(=O)c2cc(S(=O)(=O)N3CCOCC3)cn2C)cc1Cl,-5,-1.7,-4,-11,102,-0.1,-1,3,·
COc1ccc(C(CC(=O)Nc2nccs2)C(C)C)cc1 (stereo not drawn),4,-1.8,-10,1,95,7.3,-4,5,-11
COc1ccc(N(C(=O)c2ccco2)C(C(=O)NC2CCCC2)c2ccncc2)cc1 (stereo not drawn),-2,-0.8,-4,0,101,-0.9,-2,8,-7
O=C(CCN1C(=O)C2CCCCC2C1=O)N1CCN(S(=O)(=O)c2cccc(F)c2)CC1 (stereo not drawn),·,0.0,-4,·,·,-0.1,·,·,-4
Cc1nc(SCc2ccccc2F)c2cnn(-c3ccccc3)c2n1,-12,0.0,-2,3,83,0.3,-10,18,·
Cc1cc(NC(=O)CSc2nc(=O)n(CCN(C)C)c3c2CCCC3)no1,·,2.3,-2,·,·,-0.1,·,·,-1
CCN(CC)CC(=O)Nc1c(C#N)cnn1-c1ccccc1,-13,-0.1,-8,-12,85,-0.1,-3,·,-1
C[C@H](CO)N1C[C@H](C)[C@H](CN(C)S(=O)(=O)c2cccs2)Oc2ccc(NC(=O)Nc3ccc4c(c3)OCO4)cc2CC1=O,·,2.5,-8,·,·,1.2,·,·,1
O=C(/C=C/c1ccc(S(=O)(=O)N2CCOCC2)cc1)NC(=S)Nc1ccc(N2CCOCC2)cc1,6,5.7,-6,15,106,0.5,-1,36,-3
FC(F)(F)c1ccccc1CNCc1ccncc1,-2,3.5,-11,-7,94,2.5,-9,13,-1
O=C1CSC(c2ccc([N+](=O)[O-])cc2)N1Cc1ccccc1 (stereo not drawn),-13,·,·,-4,100,·,7,-13,-10
COc1cccc(-c2nnn(CCC(=O)O)n2)c1,2,0.3,0,-15,97,0.6,-1,0,-4
CN(C)CCNC(=O)c1ccc(COc2ccc(Cl)cc2Cl)cc1,30*,12,-2,5,132,3.2,8,10,-6
CN1CCC(NC(=S)NC2CC2)CC1,-5,-0.2,-10,-13,102,-0.6,3,20,-7
CC(C)n1c(SCC(=O)NC2CCCCC2)nnc1-c1ccco1,0,0.0,-7,-4,95,-0.1,-6,-13,-10
CCC(C)NC(=O)COC(=O)c1csc2c1CCCC2 (stereo not drawn),7,-1.7,-8,4,115,-0.8,16,10,-3
CCCCC1CCC(c2nc(-c3ccccn3)no2)CC1 (stereo not drawn),-16,-1.0,4,-10,113,0.8,6,22,-4
CN(C(=O)c1ccnn1C)C1CCCN(Cc2ccccc2F)C1 (stereo not drawn),2,·,·,-8,108,·,3,18,-1
COCCNS(=O)(=O)c1ccc2c(c1)n(C)c(=O)n2C,-12,1.7,5,4,98,0.6,3,24,-2
COCc1cc(C)nc2sc3c(=O)oc(C)nc3c12,-8,-1.6,-16,15,·,-0.9,·,20,4
CCCCN1C(=O)C(=O)NC[C@@H]1C(C)CC (stereo partly drawn),·,-0.6,1,·,90,1.5,0,18,-2
CC(C)C[C@H]1CN=C(Nc2ccccc2)N1CCC1CCCCC1,31,0.5,-10,10,107,2.1,6,-5,-9
COc1ccc(NC(=O)C2CC(=O)n3cnnc3S2)cc1 (stereo not drawn),-9,-1.7,4,-32,104,-0.8,2,24,-5
C=CC[C@@H](CC(=O)N(CCO)Cc1ccccc1)C(=O)N[C@H](COC(=O)[C@@H](CC=C)Cc1ccc(F)cc1)Cc1ccccc1,·,7.5,-11,·,·,3.5,·,·,-8
CCOc1ccc(NC(=O)CN(C)c2ccc(S(=O)(=O)N3CCOCC3)cn2)cc1OCC,-5,-0.3,-4,-13,88,-1.0,-9,6,0
COc1cc(OC)c(C(=O)OCC(=O)N2CCOCC2)cc1OC,-5,1.2,-5,-14,97,0.0,-4,26,-5
CC(C)(C)c1cc(-c2csc(Nc3ccccc3)[n+]2Cc2ccc(C(=O)O)cc2)cc(C(C)(C)C)c1O,-23,0.1,-5,-4,85,-0.9,-9,-19,·
O=C(COC(=O)C1CCN(c2ccc(C(F)(F)F)cn2)CC1)Nc1ccc(Cl)cc1,·,0.1,-2,·,·,0.3,·,·,-1
O=C(c1ccco1)N1CCN=C1SCc1ccc(F)cc1,-5,-0.7,-3,-2,104,-0.2,2,21,-2
COc1ccc(OC)c2c(C)c(C)[nH]c12,-6,0.3,0,-8,86,-1.0,3,1,-4
CC(=O)Oc1ccc2oc3c(c2c1)C(=O)CCC3,-6,-0.7,0,2,98,0.3,-1,5,0
CCOC(=O)CNC(=O)Cc1ccc(OC)cc1,-8,2.4,-5,6,95,-0.1,-1,-18,-2
Clc1ccc(N=C2SCCS2)cc1,-12,-2.0,0,-1,72,-1.0,-17,·,-6
CN(CC(=O)Nc1ccc(Cl)cc1)c1ccc(S(=O)(=O)N2CCCCC2)cc1[N+](=O)[O-],-9,1.4,-8,1,120,2.0,15,28,5
S=c1[nH]nc(-c2cccnc2)o1,-10,0.8,-8,3,103,-0.4,0,12,-5
Cc1ccnc(SC2CC(=O)N(c3ccc(C(C)C)cc3)C2=O)n1 (stereo not drawn),10,0.4,-22,1,103,0.4,4,6,1
O=C(NC1CCCC1)C1CCCN(S(=O)(=O)c2ccc(-n3cnnn3)cc2)C1 (stereo not drawn),-5,0.0,-8,0,106,0.6,5,1,-1

Structures listed so far with a nitro group on carbon (two):
compound,GPR7 antag,OXTR agonist,OXTR potentiator,M18AAP inhibitor,MEKK2wt PB1 HTS,V1aR counter,MEKK2 mut-MEK5,NALP1 yeast inh,GalR3 antag
O=C1CSC(c2ccc([N+](=O)[O-])cc2)N1Cc1ccccc1 (stereo not drawn),-13,·,·,-4,100,·,7,-13,-10
CN(CC(=O)Nc1ccc(Cl)cc1)c1ccc(S(=O)(=O)N2CCCCC2)cc1[N+](=O)[O-],-9,1.4,-8,1,120,2.0,15,28,5

Next section.
compound,GPR7 antag,OXTR agonist,OXTR potentiator,M18AAP inhibitor,MEKK2wt PB1 HTS,V1aR counter,MEKK2 mut-MEK5,NALP1 yeast inh,GalR3 antag
Cc1ccc(N2C(=O)C(Cc3ccc(O)cc3)NC2=S)cc1C (stereo not drawn),-4,-1.4,0,5,93,-0.6,-3,33,3
COC(=O)c1nn(-c2ccccc2)c(Cl)c1/C=N/OC(=O)c1ccc(Cl)c(Cl)c1,1,0.5,-2,5,98,1.0,-8,-5,-2
N#Cc1ccccc1OCC(=O)Nc1ccc(S(=O)(=O)N2CCOCC2)cc1,·,2.3,0,·,·,2.1,·,·,-5
O=S(=O)(Nc1nc2ccccc2nc1NCCO)c1cccc(Cl)c1,-12,-0.6,-15,-6,101,1.3,-1,3,0
COc1ccc(C2=NS(=O)(=O)N(C)C(C(=O)N(C)Cc3ccccc3)=C2)cc1OC,-7,6.8,-17,4,98,6.2,2,11,15*
COc1ccc(NC(=O)c2cc3ccccc3cc2O)cc1,13,5.3,-21,0,98,6.6,0,16,-9
O=C(CN1CCN(S(=O)(=O)c2ccc(F)cc2)CC1)Nc1ccc(F)cc1F,30,0.1,-2,-3,102,0.1,5,17,-7
Cc1ccccc1CNc1nc(N)n(-c2ccccc2)n1,-2,-0.4,-2,-13,101,-0.3,6,-4,6
O=S(=O)(NN1CCOCC1)c1ccc(Br)cc1,-2,0.9,1,-8,105,0.8,7,4,-5
Fc1ccc(CSc2nncn2NCc2ccccc2)cc1,1,-0.2,-1,1,96,1.2,1,1,-5
CCCCC[C@@H]1C=C(C(=O)O)[C@H](c2ccc(CC)cc2)N1S(=O)(=O)c1ccc(C)cc1,·,-0.5,-4,·,·,-0.2,·,·,-6
O=C1N2c3ccccc3CCc3cccc(c32)C1(O)C(F)(F)F (stereo not drawn),-1,-0.9,-5,2,96,0.1,-2,3,-8
O=C(NNC1CC(=O)N(c2ccc3c(c2)OCCO3)C1=O)c1ccccc1 (stereo not drawn),-6,0.4,-5,8,101,0.1,2,11,-4
O=C(Nc1ccccc1F)c1cc2c(s1)-c1ccccc1S(=O)(=O)C2,3,0.2,-3,1,97,-0.3,8,·,-4
COc1ccc(N2CCN(CCCNC(=O)C3CCN(S(=O)(=O)N4CCOCC4)CC3)CC2)cc1,0,0.1,-2,-1,107,-0.3,-1,6,2
Cc1ccc(Cl)c(NC(=O)CN2CCN(C=O)CC2)c1,3,0.1,-4,-3,90,0.0,-1,-3,·
